CatL inh: inhibitors of human cathepsin L. P07711. purified cathepsin L, fluorogenic substrate, fluorescence. inhibition, %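 (tested at 10 µM)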. hit rate 0.17% among 58,000; in the data active = inhibition above about 45%;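 also: 0% = enzyme with no compound and 100% = no enzyme blank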
Target sequence (P07711 114-288 limits assumed): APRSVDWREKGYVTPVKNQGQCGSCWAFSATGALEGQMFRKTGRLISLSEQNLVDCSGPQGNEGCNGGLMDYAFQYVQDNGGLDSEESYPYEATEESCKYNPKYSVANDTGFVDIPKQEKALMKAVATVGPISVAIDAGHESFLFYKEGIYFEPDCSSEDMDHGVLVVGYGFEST
Target sequence (P07711 292-333 limits assumed): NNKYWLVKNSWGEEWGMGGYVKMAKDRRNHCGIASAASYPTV
AP complement: orthogonal test for alternative complement pathway inhibitors; Human serum alternative complement pathway, LPS-coated ELISA, C3 deposition; tested in compound mixtures; inhibition, % at 5 µM; hit rate 0.08% among 62,000;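 active = inhibition above 30% in each of the two pooled mixtures holding the compound, so the lower value exceeds 30%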;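 also: 0% = serum in Mg-EGTA without compound and 100% = EDTA serum blank; some compounds past the cut are filed as inactive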
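Assay system: human serum alternative complement pathway, C3 deposition on LPS-coated wells; Dosing: 5 µM per compound in ten-compound mixtures; Detection: Anti-C3 ELISA, OD 450 nm; Buffer or medium: Mg2+-EGTA GVB++ buffer containing human serum at 1:15 dilution; Timing: 1 h at 37 °C; Replication: two different pools per compound.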
FXIa mix inh: factor XIa (human) inhibition, mixture screen; P03951; purified FXIa, fluorogenic substrate, pooled mixtures; inhibition, % at 5 µM; hit rate 0.19% among 62,000; in the data active = inhibition above about 20%, passing the limit was not always enough;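 also: each value is inhibition by a whole ten-compound pool holding the compound; 0% = enzyme with no mixture and 100% = wells lacking enzyme; strong numbers were not always called active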
C1s inh: human complement C1s inhibition | AID 538 | P09871 | mean inhibition % of two 10-compound mixtures (hits give high values), % at 5 µM (by protocol) | purified C1s, fluorogenic AMC substrate, pooled mixtures | hit rate 0.16% among 62,000;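 active = inhibition above 20% in each of the two 10-compound mixture wells holding the compound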;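 also: 0% = enzyme wells lacking compound mixture and 100% = no-enzyme blank wells; some compounds called inactive have numbers as strong as hits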
CatB mixtures: human cathepsin B inhibition by mixtures; P07858; Purified cathepsin B, AMC dipeptide fluorescence, compound mixtures; inhibition, %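 (ten-compound pools at 5 µM per compound and 50 µM total)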; hit rate 0.06% among 62,000; AID 488; in the data active = inhibition above about 22%, passing the limit was not always enough;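 also: 0% = enzyme without compound and 100% = no enzyme blank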
CatG inh: blocks human cathepsin G enzyme activity. AID 581. purified enzyme, AMC-tetrapeptide fluorescence, pooled mixtures. inhibition, % at 5 µM (by protocol). hit rate 0.2% among 62,000. P08311;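 active = inhibition above 20% in each of the two mixture wells holding the compound; inactive = inhibition of 20% or less in either well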;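 also: 0% = enzyme control without mixture and 100% = blank lacking enzyme; strong numbers were not always called active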
Target sequence (P08311 21-244 limits assumed): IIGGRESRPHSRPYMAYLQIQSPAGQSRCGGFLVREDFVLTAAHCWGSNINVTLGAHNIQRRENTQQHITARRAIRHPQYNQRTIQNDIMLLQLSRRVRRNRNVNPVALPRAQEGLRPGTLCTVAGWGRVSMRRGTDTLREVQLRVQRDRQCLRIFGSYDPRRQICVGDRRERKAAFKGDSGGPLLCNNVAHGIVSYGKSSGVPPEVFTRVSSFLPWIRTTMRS
Ec RNAP inh: inhibitors of Escherichia coli RNA polymerase | inhibition, %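 (tested at 10 µM)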 | P0A8V2 | E. coli RNA polymerase, fluorescence transcription assay | hit rate 0.2% among 62,000; in the data active = inhibition above about 20%;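 also: 0% = enzyme without compound and 100% = no enzyme blank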
CatS block: inhibitors of human cathepsin S; recombinant cathepsin S, AMC dipeptide fluorescence, pooled mixtures; inhibition, %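 (tested at 5 µM per compound within 10-compound mixtures)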; hit rate 0.06% among 62,000; AID 501; in the data active = inhibition above about 32%, passing the limit was not always enough;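 also: 0% = enzyme without compound and 100% = blank without enzyme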
Target sequence (P25774 115-331 limits assumed): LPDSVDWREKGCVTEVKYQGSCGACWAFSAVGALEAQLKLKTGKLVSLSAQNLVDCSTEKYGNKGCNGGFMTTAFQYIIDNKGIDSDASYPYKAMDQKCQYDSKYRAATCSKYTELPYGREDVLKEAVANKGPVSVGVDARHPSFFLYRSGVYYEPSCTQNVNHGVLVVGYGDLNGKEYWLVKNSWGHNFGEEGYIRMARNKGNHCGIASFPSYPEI
CatB inh: blocks human cathepsin B protease activity; AID 453; inhibition, %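 (tested at 10 µM)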; hit rate 0.1% among 63,000; P07858; purified cathepsin B, fluorogenic substrate, fluorescence; in the data active = inhibition above about 21%;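 also: 0% = enzyme with no compound and 100% = no enzyme blank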
* marks the source's active call; other numbers are inactive results; . = no result given.

SMILES	CatL inh	AP complement	FXIa mix inh	C1s inh	CatB mixtures	CatG inh	Ec RNAP inh	CatS block	CatB inh
Cn1ncc(N)c1C(=O)Nc1cccc(C(F)(F)F)c1	.	28	-4	-7	2	6	.	3	.
COc1ccc(-n2cnc3c(cnn3CCC#N)c2=N)cc1	-2	10	-4	-27	-12	-3	-2	-11	-1
CCC(C)NC(=O)CSc1nc2n[nH]c(C)c2c(=N)n1-c1ccc(OC)cc1 (centres undefined)	.	-3	4	1	2	9	11	9	3
Cc1ccc(C(C)C)c(OCc2nnc3n2CCCCC3)c1	1	1	2	2	9	3	3	4	-1
Cc1cnc(SCCc2ccncc2)nc1C	-1	9	5	15	6	14	13	5	6
C=CCn1cc(Cl)c(=O)n(CC=C)c1=O	-5	10	3	16	5	11	6	-2	1
CCc1nnc(NC(=O)CSc2nc3c(c(=O)n2CC)SC(C)C3)s1 (centres undefined)	.	21	-6	-9	1	6	2	26	0
c1ccc2c(-c3nc4ncccc4o3)cccc2c1	-94	5	-6	-14	1	7	-3	13	-1
CC1CCCCN1Cc1ccc(-c2nn[nH]n2)cc1 (centres undefined)	5	11	8	-1	7	-1	4	2	-5
Cn1c(=O)c2c(nc(NCc3ccco3)n2Cc2ccc(Cl)cc2Cl)n(C)c1=O	17	17	10	5	3	14	18	4	1
COc1ccc(NC(=O)CN2C(=O)C(C)Oc3ccccc32)c(OC)c1 (centres undefined)	.	3	-6	-35	-6	2	4	-5	3
CCn1c(SCC(=O)NCCOC)nc2sc3c(c2c1=O)CCCC3	3	15	15	-3	1	2	-4	1	4
O=C(OCc1csc(-c2ccccc2)n1)c1cccs1	-5	10	7	7	-1	3	1	-3	-2
O=c1c2ccccc2n(Cc2cccc(F)c2)c(=O)n1C1CCCC1	18	11	-3	4	2	7	3	9	3
NC(=O)c1cccc2c(=O)oc3ccccc3c12	-7	16	9	15	4	15	6	-1	4
O=C(CC1Oc2ccccc2NC1=O)NCCCN1CCCC1=O (centres undefined)	.	14	7	-16	9	-3	2	11	9
CC1CCN(c2nc3c(c(=O)[nH]c(=O)n3C)n2CCCc2ccccc2)CC1	.	8	-1	-1	3	10	7	9	3
CC1CCN(CCCNC(=O)c2coc3nc4ccccc4nc23)CC1	-174	0	4	-66	-1	-1	-41	9	2
COc1cc(CN2CCN(c3cccc(C)c3C)CC2)cc(OC)c1O	-1	14	-1	-3	-6	7	.	-2	2
COCCCNc1nc(=S)[nH]c2cc(OC)c(OC)cc12	-3	16	31	7	1	24	3	2	3
CCOC(=O)CSc1nnc(-c2ccco2)n1-c1ccc(C)cc1	5	20	9	8	5	8	7	4	1
CC1=C(C)NC(=S)SC1	-4	-1	10	17	46	17	7	38	1
O=C(CCC(=O)N1CCN(C2CCCCC2)CC1)Nc1nnc(C(F)(F)F)s1	-5	4	-2	-3	0	-3	4	-8	0
C=C(C)COc1ccc(-c2nc(N)nc(C)c2Oc2ccccc2OC)c(O)c1	-4	20	9	18	2	15	4	-3	-2
CCOC(=O)c1ccc(NC(=O)COC)cc1	-3	14	7	10	4	9	12	6	1

Later entries.
SMILES	CatL inh	AP complement	FXIa mix inh	C1s inh	CatB mixtures	CatG inh	Ec RNAP inh	CatS block	CatB inh
Cc1nnc(NCc2n[nH]c(=O)c3ccccc23)c2ccccc12	3	-7	7	-15	-4	2	3	.	-1
COC(=O)c1c(NC(=O)CCc2ccc(C)o2)sc(C)c1C	-2	8	8	-12	-1	20	-3	8	0
COc1ccc(-c2[nH]nc3c2C(c2ccncc2)C(C#N)=C(N)O3)cc1 (centres undefined)	4	0	1	8	2	11	8	8	2
C1CNCCNCCNCCN1	5	12	5	12	2	7	8	-15	9
CCn1c(=O)c(C(=O)CN2CCCc3ccccc32)c(N)n(Cc2ccccc2)c1=O	7	-2	9	13	1	8	8	0	3
COc1ccc(NCCNc2ccc(OC)cc2)cc1	-2	-2	14	0	4	13	-6	4	-2
CCOc1ccc(C2NC(=O)c3n[nH]c(C)c32)cc1 (centres undefined)	-7	14	6	1	1	0	2	-15	-8
COc1ccc(S(=O)(=O)Nc2ccccc2C(=O)NCc2ccco2)cc1Br	.	12	5	12	4	12	7	-4	3
COC(=O)Cn1c(CCC(=O)O)ccc1-c1ccccc1	-14	18	-3	-6	3	7	2	1	-2
Cc1nn(C)c(C)c1NC(=O)CCSc1nc(-c2ccco2)cc(C(F)(F)F)n1	7	15	4	13	10	14	6	9	4
CC(C)(C)n1ncc2c(=O)n(CC(=O)N3CCN(c4ccccc4)CC3)cnc21	11	18	-1	-14	3	7	11	3	3
O=c1cccccc1NCc1ccccc1	-1	13	7	11	0	7	-1	-3	.
CC1CCN(S(=O)(=O)c2cn(CC(=O)N3CCN(C)CC3)c(=O)c3ccccc23)CC1	2	4	-11	-23	0	-13	5	-1	6
CCC(C(=O)NC1CCCC1)N(C(=O)Cn1nnc(-c2ccc(C)o2)n1)C(C)(C)C (centres undefined)	-1	5	-4	-20	1	-7	8	0	1
CCOC(=O)c1[nH]c(C)c(C(=O)N2CCN(C(=O)c3ccco3)CC2)c1C	11	5	-12	-32	-1	-2	13	-12	4
CCCN(CCO)Cc1cccc(Br)c1	-3	17	7	4	8	3	4	-2	.
Cc1cc2ccccc2c(=O)n1CC(=O)NCC1COc2ccccc2O1 (centres undefined)	-8	15	9	0	6	13	3	-1	0
COc1ccc(CNC(=O)c2cc3c(=O)n4ccccc4nc3n(CC3CCCO3)c2=N)cc1 (centres undefined)	-13	8	-1	0	3	6	5	-4	-1
COC(=O)C1=CN(C)C=C(C(=O)OC)C1c1ccc(Cl)cc1Cl	-34	22	-8	-28	2	3	-6	-6	4
O=C(NCc1cccs1)C(NS(=O)(=O)c1cccc2nsnc12)c1ccccc1 (centres undefined)	-4	14	11	19	5	11	-1	-4	-1
COc1ccccc1CNc1nc2nc3c(c(=O)n2[nH]1)CCC3	9	-21	0	-10	-4	-6	0	4	-2
Cn1cc(S(=O)(=O)N2CCN(C(=O)c3ccco3)CC2)c(=O)n(C)c1=O	3	-2	5	-44	-2	-11	-4	-4	-2
COc1cc(NC(=O)CN2CCN(c3ccccc3F)CC2)cc(OC)c1	2	23	7	4	7	8	0	3	3
Cc1nn(C)c(C)c1NC(=O)c1ccc(S(=O)(=O)N(C)C)cc1	2	6	-3	-7	1	5	-3	0	4
CCN(CC)S(=O)(=O)c1ccc2oc(C(=O)Nc3ccc(OC)cc3OC)c(C)c2c1	-8	14	8	-24	7	-1	1	-4	-5

(list continues)
SMILES	CatL inh	AP complement	FXIa mix inh	C1s inh	CatB mixtures	CatG inh	Ec RNAP inh	CatS block	CatB inh
CCn1c(CNC(=O)c2cccs2)nnc1SCC(=O)NCCc1ccccc1	-1	17	2	2	6	0	6	-5	-3
Cc1cccc(N2CCN(C(=O)CCCOc3ccccc3)CC2)c1C	11	2	2	-1	2	5	6	1	6
CCOC(=O)C1CCN(c2c(NCCCN(C)C3CCCCC3)c(=O)c2=O)CC1	-2	19	3	12	2	8	3	-2	0
O=C(Nc1ccc2c(c1)OCCO2)C1CCN(c2nnnn2-c2ccccc2)CC1	2	-8	1	-15	0	7	7	8	7
Cc1ccccc1C(=O)NCc1ccncc1	-5	3	6	-7	3	-6	4	5	1
CCCCC(=O)Nc1ccc(NC(=O)c2ccc3c(c2)OCO3)cc1OC	-5	30	42	29	7	14	5	0	5
COc1ccc(OC)c(C(=O)c2coc3ccc(O)cc23)c1	-6	21	-4	-15	5	-3	3	-2	-1
COc1ccc2[nH]c(=O)c(CN(Cc3cccs3)Cc3nnnn3C(C)(C)C)cc2c1	9	4	22*	13	12	22	13	19	0
COc1ccc(CCNC(=O)CCSc2nc(-c3ccco3)cc(C(F)(F)F)n2)cc1OC	10	9	10	-2	-1	4	-4	10	-2
CCOC(=O)C(CCc1nnc(N)s1)C(=O)OCC	-9	12	0	-48	2	-5	4	13	-1
CCOC(=O)C1=C(C)N=C2SC(C)C(=O)N2C1/C=C/c1ccccc1OC (centres undefined)	-6	13	1	2	3	0	-3	-2	1
NS(=O)(=O)c1ccc(S(=O)(=O)N(Cc2ccccc2F)CC2CCCO2)cc1 (centres undefined)	0	12	-7	-66	-4	-9	-2	-22	-2
O=C(CSc1ncccc1-c1nc2ccccc2[nH]1)N1CCCCC1	-4	3	3	-9	2	-4	-5	1	1
CCOc1ccc2[nH]c(=O)c(CN(C(=O)N3CCOCC3)C3CC3)cc2c1	32	3	-2	-3	-3	5	4	-3	0
O=C1C2C3C=CC(C3)C2C(=O)N1c1cccc(-c2nc3ccccc3o2)c1 (centres undefined)	-6	15	6	-3	-5	-2	-1	-5	-3
COc1ccc(N(CC(=O)NC2CCCC2)C(=O)Cn2nnc(-c3ccc(C)cc3)n2)cc1	-2	-8	-7	-12	4	-7	-12	10	0
C=CCOc1c(CNc2nccs2)cccc1OCC	1	19	8	15	4	12	4	3	3
CCCCCCn1c(N2CCN(c3ccccc3)CC2)nc2c1c(=O)[nH]c(=O)n2C	-3	21	10	3	7	1	10	-1	1
Cc1ccc(Nc2cc(C)nc3nnnn23)cc1	9	-6	-5	-1	0	8	9	12	3
COc1ccc(-c2cc(C(F)(F)F)n3nc(C(=O)O)nc3n2)cc1	7	-3	1	-10	-3	9	8	5	-2
Cn1c(Cn2c(=O)sc3ccccc32)nnc1SCC(=O)NCC1CCCO1 (centres undefined)	1	7	6	13	5	10	11	18	1
Cn1c(C(=O)N2CCCC(C(=O)NCCN3CCOCC3)C2)cc2sccc21 (centres undefined)	-9	13	7	-1	35	20	2	-2	-9
O=C(Nc1ccccn1)c1ccc2ccccc2n1	7	11	12	0	-1	5	4	14	-1
N#CC1=C(N)SC(N)=C(C#N)C1C1CC=CCC1 (centres undefined)	13	8	-7	-38	3	-1	11	-1	0
CC(=O)c1c(C(C)=O)c(C)n(Cc2ccccc2)c1C	7	19	-6	-53	3	-5	3	-10	-8

The list continues.
SMILES	CatL inh	AP complement	FXIa mix inh	C1s inh	CatB mixtures	CatG inh	Ec RNAP inh	CatS block	CatB inh
O=C(CCCOc1ccccc1)Nc1ccc(S(=O)(=O)N2CCOCC2)cc1	19	-5	5	15	4	11	12	-6	7
CC(C)(C)NC(=O)C(c1ccco1)N(C(=O)Cn1nnc(-c2ccc(F)cc2)n1)c1ccccc1 (centres undefined)	-5	9	-12	-21	-12	-8	-1	-12	3
Cn1nnnc1SCc1cc(=O)n2ccsc2n1	-8	18	5	14	4	9	4	-7	0
CCC(C)NC(=O)C1CCN(S(=O)(=O)c2cccnc2)CC1 (centres undefined)	-7	19	-29	-235	-11	-20	0	-26	-2
Cc1ccc(-n2nc3c(c2NC(=O)CCC2CCCCC2)CS(=O)C3)cc1 (centres undefined)	.	3	3	9	3	7	5	8	0
CC(=O)c1c(C)nc2ccc(Br)cc2c1C(=O)O	-5	0	3	10	1	10	8	18	1
CCn1c(N)nc2ccccc21	14	-1	2	3	1	8	2	0	2
CCCN(CCC)C(=O)CCS(=O)(=O)c1cccc2nsnc12	-2	19	7	11	6	9	-1	-5	1

Entries from the list above with bromine (3):
SMILES	CatL inh	AP complement	FXIa mix inh	C1s inh	CatB mixtures	CatG inh	Ec RNAP inh	CatS block	CatB inh
COc1ccc(S(=O)(=O)Nc2ccccc2C(=O)NCc2ccco2)cc1Br	.	12	5	12	4	12	7	-4	3
CCCN(CCO)Cc1cccc(Br)c1	-3	17	7	4	8	3	4	-2	.
CC(=O)c1c(C)nc2ccc(Br)cc2c1C(=O)O	-5	0	3	10	1	10	8	18	1

Screening data (PubChem BioAssay)

Not all compounds are listed; rates above refer to the full screens.
